Screening data deposited in PubChem by National Center for Advancing Translational Sciences (NCATS).
LMNA splice mod = LMNA splicing modulation. HeLa LMNA splicing GFP/RFP minigene ratio, 48 h. Potency, µM (titrated, usually from 46.1 µM), for inactives: at the top dose ratio change, negative = inhibition, hits mostly inhibitors. actives 0.01% (n = 200,000). AID 1487; active = well fitted inhibition curve with a large enough effect in the signal ratio, with a control signal flat, not every such curve was filed as active; inconclusive = small, poorly fitted or top-dose-only effect, or effect the other way, or a change in a side signal; the % refers to the signal ratio; note: potency is the fitted concentration of half-maximal effect; % is set by controls: 0 for no effect and ±100 for the full control effect
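S3 HeLa cells stably expressing lamin A-EGFP splicing minigene plus DsRed2, 600 cells/well, 48 h compound exposure at 37C. Laser-scanning cytometry; analysed as GFP (500-530 nm)/RFP (575-640 nm) total intensity ratio; 0.5% DMSO vehicle.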
CBFb RUNX1 block = CBF-beta/RUNX1 interaction disruption | Potency, µM (doses to about 59.8 µM), for the others: top-dose activity, negative = inhibition, most hits filed as inhibitors | 230,000 tested, under 10 active | AlphaScreen CBFb-His/RUNX1-biotin binding, biochemical; note: % of control where 0% means no effect
Target sequence (Q01196 whole entry, looked up): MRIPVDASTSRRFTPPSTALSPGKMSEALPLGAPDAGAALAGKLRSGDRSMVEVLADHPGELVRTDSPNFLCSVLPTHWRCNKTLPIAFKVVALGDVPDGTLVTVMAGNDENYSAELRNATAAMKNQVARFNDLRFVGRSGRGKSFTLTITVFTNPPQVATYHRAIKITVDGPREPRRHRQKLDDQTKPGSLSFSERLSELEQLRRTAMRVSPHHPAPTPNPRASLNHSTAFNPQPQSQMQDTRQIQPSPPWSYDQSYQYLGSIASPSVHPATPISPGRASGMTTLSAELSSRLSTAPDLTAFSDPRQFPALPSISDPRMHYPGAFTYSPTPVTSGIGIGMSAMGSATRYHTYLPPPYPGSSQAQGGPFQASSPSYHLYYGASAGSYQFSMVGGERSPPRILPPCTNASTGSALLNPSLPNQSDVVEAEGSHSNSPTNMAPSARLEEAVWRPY
Target sequence (Q13951 whole entry, looked up): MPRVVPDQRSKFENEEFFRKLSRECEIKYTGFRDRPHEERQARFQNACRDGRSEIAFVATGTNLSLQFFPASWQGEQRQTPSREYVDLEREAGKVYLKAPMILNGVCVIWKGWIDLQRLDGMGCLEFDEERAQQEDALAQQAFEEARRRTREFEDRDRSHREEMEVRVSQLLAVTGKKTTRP
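Read-out: AlphaScreen. Format: His-CBF-beta with biotinylated RUNX1 (30 nM each) preincubated 20 min, compound 15 min, Ni-chelate plus streptavidin beads 90 min; room temperature throughout.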
IMPase Li cell = membrane-permeable IMPase blocker, potentiated with lithium; Potency, µM (doses to about 59.4 µM), without a hit: at the top dose activity, negative = IMPase inhibition, actives largely listed as inhibitors; AID 1457; CHO-M1 cells, IP1 TR-FRET (IP-One), carbachol + lithium; actives 0.35% (n = 210,000);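 note: IP1 builds up when IMPase is blocked and the TR-FRET signal falls; potency is the fitted concentration of half-maximal effect; plate controls were basal vehicle for no effect and high inhibitor control for full effect; nearly all actives have a fitted effect of over 50% in size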
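CHO cells stably expressing M1 receptor (2000/well, cultured 16–30 h) treated 30 min at 37C with compound plus low lithium. Cytosolic IP1 by TR-FRET (665/620 ratio and 620 channel) after 10 min lysis; AC50 by Hill fit.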
NPSR antag = blocks cAMP signaling of the human neuropeptide S receptor; Q6W5P4; CHO-NPSR cells, cAMP TR-FRET, antagonist mode; Potency, µM (doses to about 38.3 µM), for inactives: top-dose activity change, negative = inhibition, actives largely listed as inhibitors; actives 1% (n = 220,000); note: potency is the fitted concentration of half-maximal effect; % is set by controls: 0 for no effect and ±100 for the full control effect; nearly all actives have a fitted effect of over 50% in size; many of its hits are not listed in these tables
Target sequence (Q6W5P4 whole entry, looked up): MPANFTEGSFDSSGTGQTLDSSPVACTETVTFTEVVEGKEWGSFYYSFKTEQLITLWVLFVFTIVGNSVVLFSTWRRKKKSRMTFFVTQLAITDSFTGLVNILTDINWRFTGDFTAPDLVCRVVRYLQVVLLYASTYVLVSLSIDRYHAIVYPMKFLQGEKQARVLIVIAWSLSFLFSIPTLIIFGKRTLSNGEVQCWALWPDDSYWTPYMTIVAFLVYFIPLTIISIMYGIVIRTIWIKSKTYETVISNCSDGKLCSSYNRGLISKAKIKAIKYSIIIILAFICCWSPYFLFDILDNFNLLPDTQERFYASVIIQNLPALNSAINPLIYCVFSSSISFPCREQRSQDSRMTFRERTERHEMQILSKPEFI
Epigenetic reg = derepresses silenced GFP reporter in murine cells. murine LDR cells, GFP reporter derepression, 30 h. Potency, µM (highest dose often 53.9 µM), inactives show at the top dose GFP activation, hits mostly activators. actives 0.2% (n = 280,000). AID 1865; note: potency is the fitted concentration of half-maximal effect; % of control where 0% means no effect; nearly all actives have a fitted effect of over 60% in size
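Murine LDR cells carrying a silenced, genomically integrated CMV-driven GFP reporter were exposed to compound for 30 hours at 37 C. After PBS washes, GFP-positive cells (20–120 um objects) were counted by laser-scanning microplate cytometry.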
HttQ103 aggreg = inhibitors of mutant huntingtin aggregate formation in PC12 cells; PC12 HttQ103-GFP aggregates, Acumen cytometry, 40 h; actives 1.1% (n = 220,000); Potency, µM (titrated, usually from 46.1 µM), for inactives: at the highest dose activity change, negative = inhibition, hits mostly inhibitors; note: potency is the fitted concentration of half-maximal effect; % is set by controls: 0 for no effect and ±100 for the full control effect; nearly all actives have a fitted effect of over 60% in size
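PC12/HTTQ103-GFP, ecdysone-inducible; teb 100 nM; cpd qHTS titration; GFP aggregates read on laser cytometer, Ex 488/Em 500-530 nm.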
KinaseGlo FLuc = Kinase-Glo luciferase inhibition (counter-screen); Q27757; Kinase-Glo luciferase, ATP luminescence, 8 min; Potency, µM (top dose mostly 38.3 µM), inactives show at the top dose activity change, negative = inhibition, usual class: inhibitors; actives 0.28% (n = 200,000); AID 1379; note: potency is the fitted concentration of half-maximal effect; % is set by controls: 0 for no effect and ±100 for the full control effect; nearly all actives have a fitted effect of over 60% in size
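Compound is pinned into ATP-containing buffer (10 uM ATP, imidazole pH 7.2, 7 mM MgCl2). Kinase-Glo luciferase reagent is then added. Light output is recorded following an 8-min room-temperature incubation.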
* hit, by the source's call; ? = inconclusive; . = not tested or not shown; & = joins results of further samples; [ ] = remark or other dose. Unless noted, calls come from the whole dose curve; as a rule, active = well fitted curve in the direction sought with a large enough effect; inconclusive = small, poorly fitted or top-dose-only effect, or another doubt; inactive = no such curve, though single readings can be large; an effect the other way counts as inactive or inconclusive.

SMILES | LMNA splice mod | CBFb RUNX1 block | IMPase Li cell | NPSR antag | Epigenetic reg | HttQ103 aggreg | KinaseGlo FLuc
CC(C)Oc1ccc(OCCCN2CCCCCC2)cc1 | 11% | 4% | 53%[activator][38.3 µM] | -1%[46.1 µM] | -3.9% | 11% | -9%
CCN(C(=S)NCc1ccccc1)c1cccc2ccccc12 | 9%[9.22 µM] | 23% | 10% | -39% | 0.0% | -8% | -1%
O=S(=O)(c1ccc(F)cc1)n1ccc(-c2cccc(OCc3c(F)cccc3Cl)c2)n1 | -4% | -2% | -3%[38.3 µM] | -20%[46.1 µM] | -0.1% | ? | 2%
CCCc1nc(SCC(=O)N2CCc3ccccc3C2)c2ccccc2n1 | ? | -1% | ? | 1%[46.1 µM] | -1.9% | -12% | 1%
Cc1cc(C)n(-c2nc(-c3ccc(Cl)c(Cl)c3)cs2)n1 | 6% | -1% | -4%[38.3 µM] | -1%[46.1 µM] | -0.2% | -17% | -2%
Cc1c(CCO)sc[n+]1CC(=O)OC12CC3CC(CC(C3)C1)C2 | -9% | -16% | 6% | 13% | -0.9% | -23% | -1%
COc1ccc(Cl)cc1C(=O)N1CCN(c2ccccn2)CC1 | 3% | ? | -18%[38.3 µM] | 1%[46.1 µM] | -2.1% | 5% | -4%
CCOc1ccc(NC(=O)C(C)NS(=O)(=O)c2ccc(NC(C)=O)cc2)cc1 (stereo not drawn) | -5%[46 µM] | -1% | 5% | 9% | -0.2% | -2% | 3%
CCOC(=O)C1C(=O)CC(C)(O)C(C(=O)OCC)C1c1ccc(C)s1 (stereo not drawn) | -2% | 8% | 23%[38.3 µM] | -1%[46.1 µM] | 1.0% | 19% | 4%
Cc1ccc(S(=O)CCNC(=O)Cc2ccc(Cl)cc2)cc1 (stereo not drawn) | -9%[46 µM] | -1% | -4% | 8% | -2.0% | 36% | 4%
CCC(=O)NC(=S)Nc1ccc(NC(=O)c2cccnc2)cc1 | . | -6% | . | -4% | -6.2% | -4%[9.22 µM] | .
CN(CC(=O)Nc1cccc(F)c1)CC(=O)Nc1cccc(S(=O)(=O)N2CCCCCC2)c1 | . | 0% | . | -44% | -0.5% | -21%[9.22 µM] | .
CCn1c(SCC(=O)Nc2nc3ccc(OC)cc3s2)nnc1-c1ccoc1C | ? | -4% | 23%[38.3 µM] | -12%[46.1 µM] | -0.7% | 10% | -6%
COc1c(F)c(F)c(C(=O)Nc2ccc(N3CCN(C(C)=O)CC3)c(Cl)c2)c(F)c1F | ? | 1% | 31%[38.3 µM] | -12%[46.1 µM] | -1.0% | -7% | -5%
CCCCNC(=O)COC(=O)c1cc(C)oc1C | 1%[46 µM] | 14% | 12% | 4% | 3.3% | 29% | 1%

Already shown: two of the compounds above.
SMILES | LMNA splice mod | CBFb RUNX1 block | IMPase Li cell | NPSR antag | Epigenetic reg | HttQ103 aggreg | KinaseGlo FLuc
COc1c(F)c(F)c(C(=O)Nc2ccc(N3CCN(C(C)=O)CC3)c(Cl)c2)c(F)c1F | ? | 1% | 31%[38.3 µM] | -12%[46.1 µM] | -1.0% | -7% | -5%
CCCCNC(=O)COC(=O)c1cc(C)oc1C | 1%[46 µM] | 14% | 12% | 4% | 3.3% | 29% | 1%

Remaining list, next part.
SMILES | LMNA splice mod | CBFb RUNX1 block | IMPase Li cell | NPSR antag | Epigenetic reg | HttQ103 aggreg | KinaseGlo FLuc
COc1ccc(CC(=O)Nc2ccc(OC)c(NC(=O)c3ccco3)c2)cc1 | -3% | 4% | 28%[38.3 µM] | 1%[46.1 µM] | 1.3% | 8% | 3%
O=C(O)C1CCN(C(=O)c2ccco2)CC1 | -5%[46 µM] | 9% | 3% | 9% | 0.0% | 5% | -2%
CCc1ccc2nc(N=C(N)N)nc(C)c2c1 | . | 0% | 1% | 21% | 3.4% | ? | 1%
CCOC(=O)c1ccc(NC(=O)Cn2ccc([N+](=O)[O-])n2)cc1 | 5%[46 µM] | -2% | 3% | -3% | -0.1% | 19% | 3%
COc1ccc(N2CC(NC(=O)NC(C)(C)C)CC2=O)cc1 (stereo not drawn) | -12% | -1% | -6% | 17% | 1.0% | -26% | -1%
Cc1cccc(NC(=O)c2ccc(-n3cccn3)c([N+](=O)[O-])c2)c1 | ? | 2% | . | -10%[46.1 µM] | 1.0% | -30% | .
O=c1cc(N2CCNCC2)oc2c(-c3ccccc3)cccc12 | . | 4% | 22% | . | -0.1% | . | 3%[39.9 µM]
CS(=O)(=O)N(CC(=O)NC1CCCC1)c1cccc(F)c1 | -8% | 2% | 16%[38.3 µM] | -17%[46.1 µM] | 0.0% | 4% | -2%
O=C(CSc1nnc(-c2ccncc2)o1)N1CCCCCC1 | 0%[46 µM] | 3% | 7% | 17% | 1.6% | -10%[9.22 µM] | 2%
CCOC(=O)c1[nH]c2ccc(OCC)cc2c1NC(=O)CN1CCN(c2ccccn2)CC1 | ? | 1% | -4%[38.3 µM] | -18%[46.1 µM] | 0.7% | 5% | 1%
COc1ccc(CCNC(=O)Cn2c(=O)cnc3ccccc32)cc1 | 2% | 2% | -4%[38.3 µM] | 24%[46.1 µM] | -1.7% | ? | 0%
COc1cc(/C=C/C(=O)OCC(=O)N2CC(=O)Nc3ccccc32)ccc1O | . | 6% | . | 4% | 0.0% | -26%[9.22 µM] | .
Cc1cccc(C)c1OC(=O)CN(c1ccc(Cl)cc1)S(C)(=O)=O | -13% | 22% | 4% | -12%[46.1 µM] | -0.9% | -4% | 4%
COc1ccccc1/C=C/CN1CC(C)OC(C)C1 (stereo not drawn) | 2% | 4% | 6%[38.3 µM] | 0%[46.1 µM] | -1.1% | -12% | 1%
CC(C)C(=O)Nc1ccc(NC(=O)c2ccc([N+](=O)[O-])cc2Cl)cc1 | -3% | 0% | -3% | 11% | 0.8% | -6% | -1%

3 of these compounds, reformatted.
Order of values – LMNA splice mod	CBFb RUNX1 block	IMPase Li cell	NPSR antag	Epigenetic reg	HttQ103 aggreg	KinaseGlo FLuc
CN(CC(=O)Nc1cccc(F)c1)CC(=O)Nc1cccc(S(=O)(=O)N2CCCCCC2)c1
 : .	0%	.	-44%	-0.5%	-21%[9.22 µM]	.
Cc1cc(C)n(-c2nc(-c3ccc(Cl)c(Cl)c3)cs2)n1
 : 6%	-1%	-4%[38.3 µM]	-1%[46.1 µM]	-0.2%	-17%	-2%
CCc1ccc2nc(N=C(N)N)nc(C)c2c1
 : .	0%	1%	21%	3.4%	?	1%

Going on with the list.
SMILES | LMNA splice mod | CBFb RUNX1 block | IMPase Li cell | NPSR antag | Epigenetic reg | HttQ103 aggreg | KinaseGlo FLuc
CCCCNc1c(C(=O)OCC)c(C)nc2c1cnn2CC | ? | 26% | 23%&24%&5% | ? | -1.2% | -18% | -5%
CC(=O)Nc1nc(N(C)C)nc(N(C)C)n1 | 13%[46 µM] | 3% | -2% | -1% | -0.1% | 5%[9.22 µM] | -3%
O=C(CN1C(=O)c2ccccc2C1=O)NCC1CCCO1 (stereo not drawn) | -9% | 3% | . | 14%[46.1 µM] | 0.0% | -12% | 0%
CN1CCN(c2ccccc2NC(=O)COc2ccc(Br)cc2)CC1 | 8% | -2% | 41%[activator][38.3 µM] | 4%[46.1 µM] | -4.2% | -20% | -1%
COc1cnc(SCc2ccc(Cl)cc2)nc1Cl | 11% | ? | -7%[38.3 µM] | -18%[46.1 µM] | 0.0% | 11% | -1%
O=C(Nc1cccc(-c2nc3ncccc3o2)c1)c1sc2cc(Cl)ccc2c1Cl | 15% | 3% | 11µM* | -4%[46.1 µM] | 1.2% | 19% | -1%
CCOC(=O)C1CCN(C(=O)COc2ccc(S(=O)(=O)NC(C)(C)C)cc2)CC1 | 1% | 3% | 21%[38.3 µM] | -11%[46.1 µM] | 2.2% | -5% | 4%
CCC(C)(C)NC(=O)C(c1cccn1C)N(Cc1ccc(C)cc1)C(=O)Cn1nnc2ccccc21 (stereo not drawn) | 5% | -6% | 13%[38.3 µM] | -8%[46.1 µM] | 0.0% | 7% | -7%
Cc1c(NC(=O)C(C)N2C(=O)C3CCCCC3C2=O)c(=O)n(-c2ccccc2)n1C (stereo not drawn) | 4%[46 µM] | 2% | -8% | 1% | 0.1% | -2% | 2%
O=C(O)c1ccc(NC(=O)c2cccc(N3C(=O)C4C5CCC(C5)C4C3=O)c2)cc1 (stereo not drawn) | -4% | 0% | -12% | 2% | -3.5% | -12% | -1%
O=C(Nc1nnc(C2CC2)s1)c1n[nH]c(=O)c2ccccc12 | . | -4% | . | 4%[7.67 µM] | 1.1% | 5%[9.22 µM] | .
O=C(O)c1cccc(CN2C(=O)S/C(=C/c3ccccc3[N+](=O)[O-])C2=O)c1 | . | 1% | . | -26% | 0.1% | 9%[9.22 µM] | .
COc1ccc2c(c1)c(CC(=O)Nc1ccc(C(C)=O)cc1)c(C)n2C(=O)c1ccc(Cl)cc1 | ? | -4% | 12% | -58% | 0.1%&1.0% | 15% | 4%
CCNc1nc(Oc2ccc(C#N)cc2)cc(C(F)(F)F)n1 | ? | 20% | 17% | -19% | 2.6% | -3% | 2%
COc1ccc(N2C(=O)C(CC(=O)Nc3ccccc3)N(Cc3ccc4c(c3)OCO4)C2=O)cc1 (stereo not drawn) | ? | 2% | -2%[38.3 µM] | -13%[46.1 µM] | -0.9% | 6% | 0%
COc1ccc(/C(N)=N/OC(=O)/C=C/c2ccccc2)cc1 | -2%[46 µM] | ? | 14% | 5% | -2.7% | 2% | 1%
CC(C)(C)c1ccc(NC(=O)Cn2cnc3cc([N+](=O)[O-])ccc3c2=O)cc1 | . | 11% | -1% | -7% | 8.8% | 13% | -3%

3 structures out of the list, sorted by number of heavy atoms, descending.
SMILES | LMNA splice mod | CBFb RUNX1 block | IMPase Li cell | NPSR antag | Epigenetic reg | HttQ103 aggreg | KinaseGlo FLuc
Cc1cccc(NC(=O)c2ccc(-n3cccn3)c([N+](=O)[O-])c2)c1 | ? | 2% | . | -10%[46.1 µM] | 1.0% | -30% | .
CC(C)Oc1ccc(OCCCN2CCCCCC2)cc1 | 11% | 4% | 53%[activator][38.3 µM] | -1%[46.1 µM] | -3.9% | 11% | -9%
Cc1cc(C)n(-c2nc(-c3ccc(Cl)c(Cl)c3)cs2)n1 | 6% | -1% | -4%[38.3 µM] | -1%[46.1 µM] | -0.2% | -17% | -2%

Only part of the results is shown (hit frequency here may not be typical).
